Assay outcomes: PubChem, several laboratories
Myeloid diff MLP: promotes myeloid progenitor differentiation. ER-HoxA9 myeloid progenitors, lysozyme-GFP differentiation, flow cytometry. calls only at 10 µM. 1% of 360,000 active;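 active means normalized GFP-positive differentiation at or above the plate's own cutoff, the solvent-only control mean plus 3 SD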;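 further: cells exposed to compound for four days before flow analysis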
GPR55 LPI antagonism: inhibition of LPI-stimulated GPR55 beta-arrestin translocation – imaging, U2OS, beta-arrestin-GFP, LPI agonist, primary screen (AID 2013) | inhibition, % at 10 µM, or IC50 in µM where a hit was titrated | U2OS GPR55 beta-arrestin-GFP translocation imaging, LPI antagonism; higher % means a stronger effect | 0.13% of 290,000 active;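 active means spots per cell inhibited over 60%, with over 100 cells counted and total cytoplasm intensity under 500,000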;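 further: U2OS cells stably carrying GPR55 and arrestin-GFP stimulated by 5 µM LPI near EC80; imaged beta-arrestin-GFP aggregate spots per cell after agonist stimulation; plate controls were LPI-stimulated DMSO wells for no effect and DMSO wells without LPI for full effect; some results filed as inactive read as strong as hits; confirmed hits need IC50 under 10 µM and bright autofluorescent wells are also inconclusive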
GPR35 arrestin U2OS: inhibition of zaprinast-stimulated GPR35 beta-arrestin translocation – imaging, U2OS, beta-arrestin-GFP, zaprinast agonist, primary screen (AID 2058); U2OS GPR35 beta-arrestin-GFP translocation imaging, zaprinast antagonism; higher % means a stronger effect; one-dose inhibition, % at 10 µM; IC50 in µM for titrated hits; 0.052% of 290,000 active;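 active means inhibition of at least 50% with at least 30 cells and total cytoplasm GFP at most 10,000,000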
Rac1 GTP hydrolysis: MgcRacGAP GTPase-activating activity inhibitors, confirmation, biochemical, ADP Hunter fluorescence. MgcRacGAP-stimulated Rac1 GTP hydrolysis, ADP Hunter fluorescence; higher % means a stronger effect; GST-tagged Rac1 F28L mutant substrate. inhibition, % at 30 µM; hits with a dose series show IC50 in µM. 0.6% of 340,000 active. AID 624330;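 active means first-screen hits whose inhibition reached a set limit at any dose in the follow-up dose series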;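 further: fluorescence reports GDP produced by GAP-driven GTP hydrolysis; strong numbers were not always called active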
LYP phosphatase: inhibitors of LYP phosphatase, biochemical, fluorescence intensity, uHTS (AID 1779) | recombinant LYP phosphatase, fluorescence intensity; higher % means a stronger effect | inhibition, % at 11.5 µM, or IC50 in µM where a hit was titrated | 0.054% of 290,000 active; in the data active means inhibition above about 50%;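 further: plate controls were vehicle with enzyme for no effect and no enzyme for full effect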
HIV fusion peptide: inhibitors of HIV fusion peptide binding, primary screen, biochemical, uHTS, fluorescence dequenching (AID 1986); cell-free peptide binding, fluorescence dequenching, 30 min; higher % means a stronger effect; inhibition, % at 20 µM; hits with a dose series show IC50 in µM; 0.3% of 290,000 active; in the data active means inhibition mostly above about 52%, no sharp cut-off; inactive means mostly below about 76%; further: some results filed as inactive read as strong as hits
PhoP inhibition: PhoP-dependent GFP reporter repression – Salmonella Typhimurium, primary screen (AID 1863); S. Typhimurium PhoP-regulated promoter GFP reporter, 4 h; higher % means a stronger effect; inhibition, % at 50 µM; hits with a dose series show IC50 in µM; 0.16% of 300,000 active;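 active means inhibition over 29.93%, a cutoff 3 SD above the screen mean, later confirmed by dose response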;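 further: 0% = low Mg2+ inducing control and 100% = high Mg2+ repressing control; strong numbers were not always called active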
NTR1 ag: agonists of NTR1, primary screen, imaging, U2OS cells, beta-arrestin-GFP, high content (AID 493036); P30989; NTR1-U2OS beta-arrestin-GFP spot imaging, agonist mode; activation, % at 20 µM; 0.17% of 330,000 active;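 active means activation at or above 40% of the spot to cytoplasm intensity ratio, with at least 20 cells analyzed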;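 further: 0% = DMSO without peptide and 100% = 100 nM NTR1 peptide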
Target sequence (P30989 whole entry, looked up): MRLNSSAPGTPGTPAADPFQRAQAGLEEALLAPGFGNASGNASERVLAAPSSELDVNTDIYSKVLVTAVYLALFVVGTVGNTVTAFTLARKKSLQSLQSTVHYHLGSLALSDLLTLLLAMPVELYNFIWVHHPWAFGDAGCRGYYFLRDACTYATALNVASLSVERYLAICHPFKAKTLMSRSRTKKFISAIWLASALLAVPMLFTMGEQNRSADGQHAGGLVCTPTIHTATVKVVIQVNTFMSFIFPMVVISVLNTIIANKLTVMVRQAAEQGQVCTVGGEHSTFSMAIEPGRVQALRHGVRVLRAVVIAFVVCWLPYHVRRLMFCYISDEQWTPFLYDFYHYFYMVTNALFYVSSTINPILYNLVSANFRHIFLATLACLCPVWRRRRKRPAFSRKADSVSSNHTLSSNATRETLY
SIAH1 antagonists: blockers of Siah-1 interaction with plectin peptide – biochemical, fluorescence polarization, rhodamine-plectin, uHTS, primary screen (AID 1817); 0.02% of 290,000 active; Siah-1 / rhodamine-plectin peptide fluorescence polarization; higher % means a stronger effect; one-dose displacement, % at 20 µM; IC50 in µM for titrated hits;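 active means displacement of at least 50% at 20 µM, with a fluorescence ratio check between 0.3 and a set limit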;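 further: plate controls were Siah plus tracer with DMSO for no effect and tracer alone without Siah for full effect; strong numbers were not always called active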
NTR1 ag cell count 20 µM: recorded beside NTR1 ag, whose call it bears; cell count; measured here: cell count, cytotoxicity flag
Myeloid diff MLP GFP+ MAC1+ %: second read-out of Myeloid diff MLP, no call of its own (marks repeat the call); GFP+ MAC1+ double positive, %; measured here: differentiation confirmed by MAC1 staining
Numbers without * were called inactive; i = inactive; . = no result given.

SMILES	Myeloid diff MLP	Myeloid diff MLP GFP+ MAC1+ %	GPR55 LPI antagonism	GPR35 arrestin U2OS	Rac1 GTP hydrolysis	LYP phosphatase	HIV fusion peptide	PhoP inhibition	NTR1 ag	NTR1 ag cell count 20 µM	SIAH1 antagonists
Cc1ccc(-n2nc(C)c(C(=O)N3CCN(C(=O)c4ccco4)CC3)c2-n2cccc2)cc1	i	0.9	-1.7%	-2.6%	5.8%	-6.3%	-1.0%	0.7%	2.9	57	5.9%
CCC1CCCCN1CCCNC(=O)Cn1ncn2nc(-c3ccc(OC)cc3)cc2c1=O (configuration not stated)	i	1.2	3.9%	10.8%	9.5%	-12.7%	0.6%	-2.5%	-1.3	45	0.6%
Cn1cc(C(=O)c2ccccc2C(=O)O)cc1C(=O)C(Cl)(Cl)Cl	i	0.2	1.7%	14.0%	4.9%	-1.8%	-1.9%	-1.5%	1.3	81	-0.1%
C[C@@H](NC(=O)c1nc[nH]c1C(=O)N[C@@H](Cc1ccccc1)C(=O)OC(C)(C)C)c1ccccc1	i	1.1	19.4%	1.9%	6.2%	10.4%	0.6%	5.8%	31.2	101	4.8%
Clc1ccc(SCc2cn3ccccc3n2)cc1	i	0.4	5.7%	-0.7%	-2.4%	-4.8%	0.2%	10.3%	-0.8	39	2.6%
CCC(=O)c1ccccc1OCCCN1CCC(Cc2ccccc2)CC1	i	0.8	16.7%	20.6%	16.5%	-7.3%	1.1%	4.3%	7.2	61	11.0%
CCc1nn(CC(=O)NC(C)CCc2ccccc2)c(=O)c2cc3occc3n12 (configuration not stated)	i	2.0	2.3%	-5.1%	8.1%	-12.7%	-1.0%	9.2%	-0.3	69	-4.3%
CC(=C1C(=O)c2ccccc2C1=O)N1CCN(CCN=CC2=C(O)CC(C)(C)CC2=O)CC1	i	0.6	1.4%	16.6%	8.1%	-1.9%	0.9%	10.5%	-1.8	63	0.1%
CSC(=NC(C)c1ccccc1)NS(=O)(=O)c1cccs1 (configuration not stated)	i	0.6	0.6%	0.2%	13.6%	-8.7%	0.4%	0.9%	-0.5	43	-0.3%
Cn1c(C(=O)N2CCN(c3ccc(F)cc3)CC2)cc2ccccc21	i	0.4	7.3%	11.3%	10.6%	-3.9%	-0.9%	0.4%	1.4	72	42.1%
CCN(CC)C(=O)Cn1cc(SCC(=O)NC)c2ccccc21	i	0.0	10.2%	-21.0%	0.1%	-4.2%	-2.5%	-1.3%	-1.8	37	7.2%
C[C@@H](C(=O)N1CCN(C(=O)OC(C)(C)C)CC1)n1cc(CCCN=C(NC(=O)OC(C)(C)C)NC(=O)OC(C)(C)C)nn1	i	1.6	1.0%	-2.1%	3.6%	-0.8%	0.6%	-4.1%	-2.7	106	5.2%
CC(C)CN1C(=O)C(=O)N(CC(=O)NCc2ccc3c(c2)OCO3)C1=O	i	0.9	-1.2%	19.7%	5.9%	-8.6%	-2.1%	4.2%	-1.4	48	4.4%
O=C(CSc1ccc2c(c1)OCCO2)Nc1ccc(Cl)cn1	i	1.1	-5.7%	-3.4%	11.7%	-8.6%	-3.8%	2.4%	-1.5	99	-5.5%
CC(C)[C@H](NS(=O)(=O)c1ccc2c(c1)OCCO2)C(=O)OCC(=O)Nc1ccccc1	i	0.7	-2.6%	-1.4%	-2.5%	-7.5%	-0.1%	-4.4%	0.4	75	3.4%
Cc1cccc(N2CCN(C(=O)CCCn3c(=O)c4cccn4c4cccnc43)CC2)c1C	i	0.6	10.9%	-6.4%	13.3%	-1.7%	-2.0%	13.0%	25.6	70	0.3%
CCCCN(NC(C)=O)c1nc(Cl)nc(NC(C)C)n1	i	5.7	-4.3%	-2.5%	-6.0%	-3.4%	-0.2%	4.6%	0.0	69	-1.6%
Cc1cccc(C(=O)N2c3ccccc3C(=O)OC2c2ccc3c(c2)OCO3)c1 (configuration not stated)	i	0.7	5.1%	-13.9%	7.3%	-1.5%	0.8%	-12.3%	3.8	53	-2.0%
Cc1ccccc1NC(=O)CN(C)S(=O)(=O)c1cccc2cccnc12	i	0.6	5.8%	9.6%	2.6%	-6.7%	-1.1%	-2.5%	-3.2	41	0.2%
Cc1nnc(Cl)c2nn(-c3ccccc3)c(C)c12	i	0.6	-4.4%	-9.0%	5.3%	-6.8%	0.2%	-2.0%	-2.1	83	-7.1%
COc1ccc(N(C(C)C(=O)NC2CCCCCC2)S(C)(=O)=O)cc1 (configuration not stated)	i	0.7	-4.1%	-6.9%	3.5%	-10.9%	0.7%	0.0%	4.9	92	2.5%
CCOc1ccc(CN(C)C(=O)Cc2c[nH]c3ccccc23)cc1	i	0.7	0.4%	11.2%	4.7%	-4.9%	-0.2%	11.0%	.	.	-2.7%
Cn1c(=O)[nH]c(=O)c2c1nc(N(CCO)Cc1ccccc1)n2Cc1ccccc1Cl	i	1.5	-3.5%	-5.3%	9.3%	-0.4%	-0.7%	-7.0%	0.4	87	2.9%
CCCCC(=O)Nc1ccc(C(=O)NNC(=S)NC(=O)c2ccco2)cc1	i	0.3	-0.2%	7.0%	4.0%	-4.8%	5.1%	0.8%	-0.6	53	-10.9%
CCc1ccc(NC(=O)C/C(C)=N/NC(=O)COc2ccccc2C)cc1	i	0.4	5.0%	1.4%	6.7%	-3.3%	1.4%	6.5%	-0.7	52	4.6%

Rewritten field by field: entries from further up.
> CCc1ccc(NC(=O)C/C(C)=N/NC(=O)COc2ccccc2C)cc1
  Myeloid diff MLP = i | Myeloid diff MLP GFP+ MAC1+ % = 0.4 | GPR55 LPI antagonism = 5.0% | GPR35 arrestin U2OS = 1.4% | Rac1 GTP hydrolysis = 6.7% | LYP phosphatase = -3.3% | HIV fusion peptide = 1.4% | PhoP inhibition = 6.5% | NTR1 ag = -0.7 | NTR1 ag cell count 20 µM = 52 | SIAH1 antagonists = 4.6%

> CCCCN(NC(C)=O)c1nc(Cl)nc(NC(C)C)n1
  Myeloid diff MLP = i | Myeloid diff MLP GFP+ MAC1+ % = 5.7 | GPR55 LPI antagonism = -4.3% | GPR35 arrestin U2OS = -2.5% | Rac1 GTP hydrolysis = -6.0% | LYP phosphatase = -3.4% | HIV fusion peptide = -0.2% | PhoP inhibition = 4.6% | NTR1 ag = 0.0 | NTR1 ag cell count 20 µM = 69 | SIAH1 antagonists = -1.6%

New compounds follow
SMILES	Myeloid diff MLP	Myeloid diff MLP GFP+ MAC1+ %	GPR55 LPI antagonism	GPR35 arrestin U2OS	Rac1 GTP hydrolysis	LYP phosphatase	HIV fusion peptide	PhoP inhibition	NTR1 ag	NTR1 ag cell count 20 µM	SIAH1 antagonists
CC(C)COP(=O)(OCC(C)C)C(Nc1ccccc1)c1ccc(F)cc1 (configuration not stated)	i	1.4	4.0%	.	4.0%	4.2%	-3.2%	-3.0%	4.5	38	-0.1%
Cc1[nH]c(=O)[nH]c(=O)c1NS(=O)(=O)c1ccccc1	i	0.9	12.2%	-1.3%	-1.1%	-12.8%	-1.9%	4.9%	-0.1	52	6.3%
COc1ccc(-c2nnc(-c3ccc(F)cc3)o2)cc1	i	0.3	1.6%	-5.9%	-8.1%	-9.8%	-1.8%	5.6%	1.1	56	8.6%
COc1ccc2cc(C)c3nnc(SCC(=O)Nc4nc(-c5ccccc5)cs4)n3c2c1	i	2.6	21.5%	15.7%	8.2%	-2.3%	1.1%	12.2%	2.5	70	-2.4%
Cc1cccc(C)c1NC(=O)CN(C)C(=O)c1cccc(-n2cccc2)c1	i	1.1	.	.	8.0%	.	.	-5.5%	1.2	67	.
COc1ccc2c(c1)C(C)=CC(C)(C)N2S(=O)(=O)c1ccc(Br)cc1	.	.	15.7%	4.4%	4.1%	5.5%	1.7%	.	.	.	-1.7%
COc1ccc(OCCC(=O)OCC(=O)NCc2ccccc2OC)cc1	i	0.9	.	.	5.3%	.	.	-4.6%	2.9	53	.
COCCn1c(SCC(=O)N2CCCc3ccccc32)nc2cccnc21	i	1.3	1.3%	-5.6%	4.2%	-1.9%	-1.0%	-6.0%	1.2	56	-1.9%
Cc1ccc(C)c(NS(=O)(=O)c2ccc(OCC(=O)NCc3ccccn3)cc2)c1	i	0.0	-2.6%	-6.0%	6.7%	-4.8%	2.2%	-4.8%	-0.7	39	1.3%
CSCc1ccc(C(=O)N2CCCC(Nc3ccc4c(c3)OCCO4)C2)o1 (configuration not stated)	i	1.6	1.6%	-3.1%	152µM*	2.1%	0.9%	-4.3%	1.6	61	3.1%
CC[n+]1cc(-c2ccccc2)nc(N2CCOCC2)n1	i	1.0	1.8%	11.9%	8.9%	-1.5%	0.4%	2.7%	1.0	45	1.1%
CN(C)CCCNC(=O)c1cc2sc3ccccc3c2s1	i	0.1	35.6%	24.2%	23.8%	-7.9%	-0.5%	11.0%	-1.8	84	-2.3%
COC(=O)Cc1ccc(NC(=S)NCCO)cc1	i	0.6	0.7%	13.3%	7.2%	-2.5%	1.1%	-11.6%	0.2	47	11.5%
O=C(c1cc2nc(-c3ccc(F)cc3)cc(C(F)(F)F)n2n1)N1CCCCC1c1cccnc1 (configuration not stated)	i	0.0	-14.9%	-3.6%	-0.9%	6.2%	0.4%	2.4%	6.3	58	6.0%
CN1CCN(c2nc3c(c(=O)[nH]c(=O)n3C)n2Cc2ccccc2)CC1	i	0.8	13.9%	-5.5%	0.1%	-6.9%	-1.0%	-0.2%	-1.2	61	11.5%
COc1cc(C(=O)OCCCOC(=O)c2cc(OC)c(OC)c(OC)c2)cc(OC)c1OC	i	3.5	13.2%	-5.1%	6.5%	-10.2%	-0.3%	-6.0%	0.3	71	-2.6%
Clc1nc(Oc2ccccc2)nc(-c2cn(-c3ccccc3)c3ccccc23)n1	i	0.6	-1.6%	-6.3%	-7.7%	-3.7%	2.5%	2.4%	-1.6	40	8.6%
COc1ccc(Oc2nccc(-c3ccccc3)c2C#N)cc1	i	0.5	5.3%	15.6%	10.3%	-5.0%	-1.0%	-3.2%	1.4	34	-9.0%

Part of the list above, reformatted.
> COc1ccc2c(c1)C(C)=CC(C)(C)N2S(=O)(=O)c1ccc(Br)cc1
- Myeloid diff MLP: .
- Myeloid diff MLP GFP+ MAC1+ %: .
- GPR55 LPI antagonism: 15.7%
- GPR35 arrestin U2OS: 4.4%
- Rac1 GTP hydrolysis: 4.1%
- LYP phosphatase: 5.5%
- HIV fusion peptide: 1.7%
- PhoP inhibition: .
- NTR1 ag: .
- NTR1 ag cell count 20 µM: .
- SIAH1 antagonists: -1.7%
> COc1ccc(OCCC(=O)OCC(=O)NCc2ccccc2OC)cc1
- Myeloid diff MLP: i
- Myeloid diff MLP GFP+ MAC1+ %: 0.9
- GPR55 LPI antagonism: .
- GPR35 arrestin U2OS: .
- Rac1 GTP hydrolysis: 5.3%
- LYP phosphatase: .
- HIV fusion peptide: .
- PhoP inhibition: -4.6%
- NTR1 ag: 2.9
- NTR1 ag cell count 20 µM: 53
- SIAH1 antagonists: .
